SDO1 yeast rescue: restores growth of sdo1-depleted yeast | S. cerevisiae sdo1-depleted JHY4D growth rescue, OD600 30 h; hits give high values; pdr5 snq2 efflux-pump mutant strain | z-score at 10 µM | 140,000 tested, 0.21% active;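 active = z-score above 3 at both the 24 hr and the 30 hr optical density reads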;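 note: z-score against mean and SD of all compound wells on the same plate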
Insulin prom inh: TRM-6 insulin promoter activity inhibition. 130,000 tested, 0.9% active. TRM-6 cells (human fetal islet line), insulin promoter-eGFP reporter, imaging; reporter expression induced with tamoxifen. AID 1273. inhibition, % at 2 µM;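 active = inhibition above the mean plus 3 SD, with well images judged a real hit on visual review, cut at about 60% in these data, passing the limit was not always enough; inconclusive = inhibition over the cutoff but images rejected on review; inactive = inhibition not above the cutoff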
SDO1 yeast rescue Rescue 24 h: recorded beside SDO1 yeast rescue, whose call it bears; z-score; S. cerevisiae sdo1-depleted JHY4D growth rescue, OD600; measured here: growth rescue at 24 h;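 0 is the plate mean of compound wells and units are plate SD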
An asterisk follows results filed as active; ? = inconclusive; . = no result given; & = joins results of further samples. This is a subset; rates above refer to the full screens.

SMILES | SDO1 yeast rescue | SDO1 yeast rescue Rescue 24 h | Insulin prom inh
CC(C)C1Cc2c(sc(NC(=S)NC(=O)c3ccccc3)c2C#N)CO1 (configuration not stated) | 0.18 | 0.16 | 26
CC(C)(C)OC(=O)N1CCC[C@H]1c1nnc(SCc2c(F)cccc2Cl)o1 | -0.09 | -0.27 | 0
CCC(Oc1cc(Cl)ccc1Cl)C(=O)NN1C(=O)C2C3CCC(C3=C(C)C)C2C1=O (configuration not stated) | -2.2 | -1.3 | 7
CCN(CC)c1ccc(-n2c(O)c(C=C3N=c4ccccc4=N3)sc2=S)cc1 | 1.1 | 0.7 | 18
CCOC(=O)C1CCN(C(c2cc3c(C)ccc(C)c3[nH]c2=O)c2nnnn2C2CCCCC2)CC1 (configuration not stated) | -0.98 | -0.06 | 18
CC1=C(C(=O)Nc2ccccc2)C(c2ccncc2)C(C#N)=C(SCC(=O)NC(C)C)N1 (configuration not stated) | 0.23 | 0.25 | ?
O=C(O)CCCCCN1C(=O)C(=O)/C(=C(/O)c2ccccc2)C1c1ccccc1 (configuration not stated) | 0.75 | 0.81 | -13
CCc1cc(C(=O)Nc2ccccc2)cs1 | -0.81 | -1.1 | -66
CCCCCCn1c(=O)[nH]c2nc3cc(N)ccc3nc2c1=O | -0.21 | -0.55 | .
O=c1c2ccccc2c(C=Nc2ccc(S(=O)(=O)N3CCCCC3)cc2)c(O)n1-c1ccc(Cl)cn1 | 0.23 | 1.7 | -13
COc1cc(C(=O)NCc2nnc(SCC(=O)Nc3cc(C)cc(C)c3)o2)cc(OC)c1OC | 1.6 | 0.93 | -26
CCC1(CC)C(=O)N=C2c3ccccc3C(=O)N21 | 1.2 | 0.71 | 36
Oc1ccc2n[nH]nc2c1 | 1.2 | 0.33 | -17
CCN(CC)C(=O)Oc1ccc2c(=O)c(-c3ccccc3)coc2c1 | -0.45 | -0.4 | 31
CCN1C(=O)C2C(c3cccc(F)c3)NC(CC)(C(=O)OC)C2C1=O (configuration not stated) | 0.21 | -0.23 | .

Part of the list above in order of molecular weight, rising.
SMILES | SDO1 yeast rescue | SDO1 yeast rescue Rescue 24 h | Insulin prom inh
Oc1ccc2n[nH]nc2c1 | 1.2 | 0.33 | -17
CCCCCCn1c(=O)[nH]c2nc3cc(N)ccc3nc2c1=O | -0.21 | -0.55 | .
CCN(CC)C(=O)Oc1ccc2c(=O)c(-c3ccccc3)coc2c1 | -0.45 | -0.4 | 31
CCN1C(=O)C2C(c3cccc(F)c3)NC(CC)(C(=O)OC)C2C1=O (configuration not stated) | 0.21 | -0.23 | .
O=C(O)CCCCCN1C(=O)C(=O)/C(=C(/O)c2ccccc2)C1c1ccccc1 (configuration not stated) | 0.75 | 0.81 | -13
CCN(CC)c1ccc(-n2c(O)c(C=C3N=c4ccccc4=N3)sc2=S)cc1 | 1.1 | 0.7 | 18
CC(C)(C)OC(=O)N1CCC[C@H]1c1nnc(SCc2c(F)cccc2Cl)o1 | -0.09 | -0.27 | 0
CC1=C(C(=O)Nc2ccccc2)C(c2ccncc2)C(C#N)=C(SCC(=O)NC(C)C)N1 (configuration not stated) | 0.23 | 0.25 | ?
CCC(Oc1cc(Cl)ccc1Cl)C(=O)NN1C(=O)C2C3CCC(C3=C(C)C)C2C1=O (configuration not stated) | -2.2 | -1.3 | 7
COc1cc(C(=O)NCc2nnc(SCC(=O)Nc3cc(C)cc(C)c3)o2)cc(OC)c1OC | 1.6 | 0.93 | -26
CCOC(=O)C1CCN(C(c2cc3c(C)ccc(C)c3[nH]c2=O)c2nnnn2C2CCCCC2)CC1 (configuration not stated) | -0.98 | -0.06 | 18
O=c1c2ccccc2c(C=Nc2ccc(S(=O)(=O)N3CCCCC3)cc2)c(O)n1-c1ccc(Cl)cn1 | 0.23 | 1.7 | -13

(next part)
SMILES | SDO1 yeast rescue | SDO1 yeast rescue Rescue 24 h | Insulin prom inh
COc1cccc(NC(=O)N(CCCN2CCOCC2)C(C)c2cc3ccccc3o2)c1 (configuration not stated) | -1.1 | -0.61 | 10
Cc1ncsc1CCOC(=O)c1cccnc1 | 0.89 | 0.11 | .
CCOC(=O)Cn1nc(/C=C/c2ccccc2)ccc1=O | 0.44 | 0.66 | 36
C/C(=N\NC(=O)c1c(Cl)c(C)nn1C)c1cccc(NC(=O)COc2ccc(Cl)cc2)c1 | -0.18 | -0.18 | 3
Cn1c(C(=O)O)c(CC(=O)Nc2ccccc2F)c2ccccc21 | 0.33 | 0.73 | 30
CCOC(=O)/C=C(/C)N1N=C(c2ccc(OC)cc2)CC1c1cccc([N+](=O)[O-])c1 (configuration not stated) | 0.15 | 0.13 | -17
CCc1nccn1S(=O)(=O)c1ccc(C)c(C)c1 | -0.65 | -1.6 | 34
Cc1cccc(C)c1NC(=O)CN(C)C(=O)C(c1ccccc1)c1ccccc1 | -0.39 | -0.29 | -7
CC1(C)S/C(=N/N=C/c2ccco2)NC1=O | 0.85 | 0.05 | .
COCCNC(=O)c1c[nH]c2cc(OC)c(OC)cc2c1=O | 0.53 | 0.24 | .
COC(=O)CN1C(=S)N(c2ccc(OC)cc2)C(=O)/C1=C/c1cccs1 | -1 | -0.84 | -38
Cc1ccc(/C=C2/SC(=O)N(CC(=O)N3CCOCC3)C2=O)s1 | 0.01 | -0.37 | 44
O=C(Nc1ccc2c(c1)OCO2)c1cncc(Br)c1 | -0.09 | 0.02 | .
COc1ccc(C(=O)NCC(=O)OCC(=O)Nc2cc(OC)ccc2OC)cc1 | 1.2 | 0.27 | 22
CC1CC1C(=O)OCC(=O)NCc1ccc(Cl)cc1 (configuration not stated) | 0.75 | 0.6 | -1
COc1ccc(NC(=O)NCc2ccco2)cc1OC | . | . | 5
Cc1ccccc1CN1N=C(/C=C/c2ccccc2)CCC1=O | . | . | 7
N#CC1=C(N)N=C(SCc2ccccc2)C(C(N)=O)C12CCCCC2 (configuration not stated) | 0.94 | -0.46 | 19
CCCCOc1ccc(C(=O)NCc2ccco2)cc1 | -1.2 | -1.4 | -30
COc1ccc(OC)c(C2C(C(=O)c3sc(C)nc3C)=C(O)C(=O)N2CCN2CCOCC2)c1 (configuration not stated) | 0.07 | -0.69 | -14
Cc1cc(Br)cc2c1NC(=O)C2(c1c(C)n(C)n(-c2ccccc2)c1=O)c1c(C)n(C)n(-c2ccccc2)c1=O | 0.66 | 0.17 | -71
NC(=S)Nc1ccc2cc[nH]c2c1 | . | . | -21
CCCc1cc(C(=O)NNC(=S)NCC)c2ccccc2n1 | -0.58 | -1.3 | 50
COc1ccc(NC(=O)Nc2cccnc2)cc1 | . | . | -8
COc1ccc(/C=N/Nc2nncc3ccccc23)c(OC)c1 | 1.1 | 0.85 | -33
CC(=O)COc1ccc2c(C)c(C)c(=O)oc2c1 | 0.11 | -1.1 | -27
Cc1cccc(NC(=S)NCC(c2cccnc2)N2CCOCC2)c1C (configuration not stated) | -0.41 | -0.29 | .
CC1(C)CC(N2CCCC2)=CC(=[N+]2CCCCC2)C1 | . | . | 35
Cc1nc(NCc2ccco2)[nH]c(=O)c1CCC(C)C | 0.04 | 0.78 | 11
CCOC(=O)CSCC(=O)Nc1c(C(=O)C2CC2)oc2ccccc12 | -0.77 | -1.2 | 55
CCOC(=O)c1nc(C)n(-c2cc(OC)c(Cl)cc2Cl)n1 | . | . | 14
O=C(COC(=O)C12CC3CC(CC(O)(C3)C1)C2)NCCc1ccc(Cl)cc1 | . | . | -144
O=C(Nn1cnc2ccccc2c1=O)c1ccc([N+](=O)[O-])cc1Cl | . | . | 21
Cc1ccc(-c2ccnc3nc(Sc4ncc(C(F)(F)F)cc4Cl)nn23)cc1 | -1.7 | -1.4 | .
CCCNC(=O)NC(=O)COC(=O)CC(NC(N)=O)c1ccc(Cl)cc1 (configuration not stated) | 1 | 0.32 | -25
O=C(CN1CCOCC1)Nc1scc(-c2ccccc2)c1C(=O)N1CCOCC1 | -0.37 | -0.99 | -44
COc1ccc(-c2nn(-c3ccccc3)cc2/C=N/NC(=O)c2cccc(S(=O)(=O)Nc3ccccc3Cl)c2)cc1 | -0.57 | -0.56 | 14
Cc1c(C(=O)OC2CCC(C)CC2)[nH]c2c1C(=O)CCC2 (configuration not stated) | -1.1 | 0.78 | .
COc1ccc(C2CC(=O)c3cnc(N4CCc5ccccc54)nc3C2)c(OC)c1 (configuration not stated) | . | . | 17
O=C1/C(=C/c2ccccn2)SC(=S)N1NS(=O)(=O)c1ccccc1 | . | . | 0
O=C(CCn1c(SCC(=O)NCc2ccco2)nc2ccccc2c1=O)NCCc1ccccc1 | 0.45 | 0.35 | 33
O=C(CCC(=O)N1CCN(S(=O)(=O)c2ccccc2)CC1)NC1CCCc2ccccc21 (configuration not stated) | 0.45 | 1 | .
Cc1c2cn[nH]c(=O)c2c(C)n1Cc1ccc(F)cc1 | 0.32 | -0.04 | .
COc1ccc(S(=O)(=O)Cc2ccc(C(=O)N3CCN(Cc4ccccc4)CC3)o2)cc1 | -0.15 | 0 | -57
CCOC(=O)c1c(NC(=O)CN2CCN(C(=O)c3ccco3)CC2)sc2c1CCCC2 | -0.93 | -0.71 | -319
Cc1oc2nc(SCC(=O)NCc3cccnc3)nc(N)c2c1C | 1.9 | 3.4 | -26
CCc1ccc(Nc2nnc(SCC(=O)c3ccc4c(c3)NC(=O)CO4)s2)cc1 | . | . | -14
O=C(O)CCSc1nnc(-c2ccccc2)n1-c1ccccc1 | 0.83 | 0.8 | 35
CCCNC(=O)CN(c1ccc(F)c(Cl)c1)S(C)(=O)=O | 1.4 | 1.1 | 45
C=CCn1c(O)c(N=Nc2nc3ccccc3c(=O)n2-c2ccccc2)c2ccccc21 | -0.73 | -0.46 | .
CCCCCCOC(=O)Sc1nc2ccccc2o1 | -2 | -1.1 | -68
COc1cc(/C=C2/C(=O)NN(c3cccc(C)c3)C2=O)ccc1OC(=O)c1ccco1 | 0.44 | -0.15 | .
CCN(CC)c1ccc(-n2c(C)c(C(C)=O)c(C(C)=O)c2C)cc1 | -1.3 | -1.3 | .
COc1cc(NC(=O)[C@@H](NC(=O)c2ccco2)C(C)C)c(OC)cc1NC(=O)c1ccccc1 | . | . | -13
O=C(CSc1ccccn1)Nc1nc2c(ccc3ccccc32)s1 | -0.78 | -0.57 | -25
O=C(CCN1C(=O)/C(=C/c2ccc3c(c2)OCO3)SC1=S)Nc1ccccc1 | -1 | 0.16 | .
CSc1nc(NC(C)(C)C)nc(Oc2ccc(=O)[nH]n2)n1 | 0.63 | -0.21 | 24
CCOc1c(C)cc(-c2ncccc2O)cc1C | 0.64&0.43 | 1.1&-0.51 | 82*
CN(C)C(=O)NC1CCCCCCCCCCC1 | -0.82 | -0.41 | -29
Cc1cc(-c2n[nH]c(=S)n2/N=C/c2ccc(Br)s2)n[nH]1 | 0.57 | -0.15 | 2

(more compounds)
SMILES | SDO1 yeast rescue | SDO1 yeast rescue Rescue 24 h | Insulin prom inh
Cc1nc2c(o1)CCc1ccccc1C2O (configuration not stated) | 0.16 | -0.29 | -21
Cc1cccc(NC(=O)c2cnc3sccn3c2=O)c1C | 0.69 | 1.2 | .
CN(CCO)c1cc(N(C)CCO)c([N+](=O)[O-])cc1[N+](=O)[O-] | . | . | -18
CC(=O)Nc1cccc(OCC(=O)NS(=O)(=O)c2ccc(Cl)cc2)c1 | 1.3 | 1.1 | -6
C/C(=N\S(=O)(=O)c1ccc(C)cc1)N1CCN(S(=O)(=O)c2ccccc2)C1 | 0.02 | -0.34 | .
CCc1ccc(-n2c(SCc3c(C)noc3C)nnc2-c2ccncc2)cc1 | -0.45 | 0.62 | -33
CC(C)C(=O)Nc1nc2ccc(S(C)(=O)=O)cc2s1 | . | . | 33
O=C(CSc1nnc2scc(-c3ccc(Cl)cc3)n12)NCc1ccc2c(c1)OCO2 | -1 | -0.34 | 26
Cc1nonc1OCCNc1ccc([N+](=O)[O-])cc1 | 0.85 | 0.18 | 42
Cc1cc(C)c2[nH]c(=O)c(C(c3nnnn3C(C)(C)C)N(Cc3ccco3)CC3CCCO3)cc2c1 (configuration not stated) | -0.7 | -1.2 | -9
Cc1cc(C(=O)N/N=C(\CCC(=O)O)c2cccs2)c2ccccc2n1 | . | . | -20
COc1cc(Cl)c(C)cc1NC(=O)COC(=O)c1cc(SC)ccc1Cl | 0.07 | 0.83 | .
O=C1CC(c2ccccc2)c2c(O)cc(O)cc2O1 (configuration not stated) | 1.6 | 1.1 | 4
Cc1c(NC(=O)CSc2nnc(-c3cccc(Cl)c3)o2)c(=O)n(-c2ccccc2)n1C | 0.92 | 0.29 | 67
Cc1cc(C2(c3ccc(O)c(C)c3)C(=O)Nc3ccccc32)ccc1O | -0.56 | -0.46 | -127
CCOC(=O)Cc1c(C)c2ccc(N(CC)CC)cc2oc1=O | -0.62 | -0.24 | .
COC(=O)/C(=C/c1cn(C)c2ccccc12)[N+](=O)[O-] | -0.94 | -1.4 | -230
COCCN(Cc1cc2cc3c(cc2nc1Cl)OCO3)C(C)=O | . | . | 0
Cn1c(=O)c2c(nc(SCCN3CCOCC3)n2Cc2ccccc2Cl)n(C)c1=O | 1.2 | 2.4 | .
CC(C)c1ccc(NC(=O)C2C3C=CC4(CN(Cc5cccnc5)C(=O)C24)O3)cc1 (configuration not stated) | . | . | -108
COc1ccc(CC(=O)Nc2c3c(nn2-c2cccc(C)c2C)CS(=O)C3)cc1OC (configuration not stated) | 1.3 | 1.7 | -40
O=C(c1cccnc1)C1CCCN(Cc2nc(Cc3ccccc3F)no2)C1 (configuration not stated) | . | . | 26
CC1=NN(Cc2ccccc2)C(=O)C1C(c1ccc(Cl)cc1)C(C#N)C#N (configuration not stated) | -0.37 | -1.1 | .
CCCN(CCC)S(=O)(=O)c1ccc(C(=O)Nc2cc3oc4ccccc4c3cc2OC)cc1 | 1.1 | 1.2 | .
Nc1nc(-c2ccccc2)c(N=Nc2cccc3ccccc23)s1 | -1.2 | -0.43 | .
COCC(C)OC(=O)C(C#N)c1nc2ccccc2nc1N1CCN(Cc2ccccc2)CC1 (configuration not stated) | -1.1 | -0.2 | -11

High-throughput results as filed in PubChem.
